FXIa inh: human FXIa protease inhibitors, primary screen, biochemical, 1536-well. purified FXIa, Boc-Glu-Ala-Arg-AMC fluorogenic substrate. Coagulation factor XI (Homo sapiens), P03951. inhibition, % at 5 µM. 0.14% of 220,000 active;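 active = inhibition of at least 40%; inactive = inhibition below 40%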;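 note: fluorescence of freed AMC excited at 355 nm; 0% = enzyme without compound and 100% = no enzyme blank; many of its hits are not listed in these tables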
m-calpain inh: inhibitors of pig calpain II, primary screen, biochemical, fluorogenic peptide substrate, 1536-well | AID 1236, 2008 | 0.37% of 220,000 active | purified calpain II, 30 min | inhibition, % at 16 µM;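 active = inhibition above about 50%, limit read from the data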
hK5 inh: human KLK5 protease inhibitors, primary screen, biochemical, 1536-well; Kallikrein-5 (Homo sapiens), Q9Y337; recombinant hK5, fluorogenic AMC substrate cleavage; inhibition, % at 5 µM; 0.59% of 210,000 active; AID 873, 2007;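 active = inhibition of 40% or more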;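 note: 0% = enzyme controls without compound and 100% = no-enzyme blanks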
PERK inhibitor: block of dimerizer-induced PERK translation repression, primary screen, PERK inhibitor project, CHO PERK-DD cells, SEAP luminescence, HTS; Eukaryotic translation initiation factor 2-alpha kinase 3 (Homo sapiens), Q9NZJ5; CHO PERK-DD fusion, SEAP luminescence translation reporter; inhibition, % at 5.6 µM; 0.17% of 220,000 active;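 active = inhibition above the mean inhibition of all tested compounds plus 3 SD, set separately per screening campaign, cut at about 2.9% in these data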;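 note: PERK kinase domain activated by AP20187 dimerizer at 100 nM; 0% = DMSO with dimerizer and 100% = rapamycin at 8.4 µM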
Rad51 HR inh: human RAD51 strand exchange inhibitors, primary screen, biochemical, fluorescence; hRad51 DNA strand exchange, fluorescence dequenching; DNA repair protein RAD51 homolog 1 (Homo sapiens), Q06609; 0.085% of 200,000 active; AID 1385, 2008; inhibition, % at 10 µM;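 active = inhibition above 40% at the single screening dose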;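 note: 0% = DMSO control wells and 100% = blanks with heterologous ssDNA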
Target sequence (Q06609 whole entry, looked up): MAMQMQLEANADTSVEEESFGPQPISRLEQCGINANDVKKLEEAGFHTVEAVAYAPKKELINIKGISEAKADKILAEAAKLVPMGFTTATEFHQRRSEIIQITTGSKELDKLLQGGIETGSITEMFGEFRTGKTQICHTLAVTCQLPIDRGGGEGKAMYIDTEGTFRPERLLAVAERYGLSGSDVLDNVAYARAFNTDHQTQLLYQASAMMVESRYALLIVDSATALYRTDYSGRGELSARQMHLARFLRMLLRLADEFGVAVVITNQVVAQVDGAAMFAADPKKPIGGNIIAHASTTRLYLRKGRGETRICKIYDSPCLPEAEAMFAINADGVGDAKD
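System: hRad51 filaments on single-stranded DNA; reagent: Fluorescein- and BHQ1-tagged 47-mer duplex; compound dosing: one concentration, 10 µM final; timing: filaments 15 min 37 °C, then compound 30 min; measured by: fluorescein emission 520 nm, excitation 485 nm; benchmarks: per-plate controls and blanks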
FXIIa inh: human FXIIa protease inhibitors, primary screen, biochemical, 1536-well. 0.3% of 220,000 active. AID 800, 2007. inhibition, % at 5 µM. Coagulation factor XII (Homo sapiens), P00748. purified FXIIa, Boc-QGR-AMC fluorogenic substrate, 2 h; in the data active = inhibition above about 40%;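 note: 0% = enzyme with no compound and 100% = blank without enzyme; many of its hits are not listed in these tables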
Target sequence (P00748 20-372 limits assumed): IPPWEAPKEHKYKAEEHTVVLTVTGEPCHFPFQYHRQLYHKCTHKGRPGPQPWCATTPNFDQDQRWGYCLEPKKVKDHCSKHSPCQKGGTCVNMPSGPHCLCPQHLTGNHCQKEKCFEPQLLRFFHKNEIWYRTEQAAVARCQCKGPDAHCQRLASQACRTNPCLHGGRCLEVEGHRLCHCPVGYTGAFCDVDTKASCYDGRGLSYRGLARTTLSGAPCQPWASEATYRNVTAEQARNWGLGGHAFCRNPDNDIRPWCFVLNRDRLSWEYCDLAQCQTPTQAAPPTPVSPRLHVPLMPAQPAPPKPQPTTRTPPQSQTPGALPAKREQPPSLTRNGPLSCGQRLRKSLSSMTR
Target sequence (P00748 373-615 limits assumed): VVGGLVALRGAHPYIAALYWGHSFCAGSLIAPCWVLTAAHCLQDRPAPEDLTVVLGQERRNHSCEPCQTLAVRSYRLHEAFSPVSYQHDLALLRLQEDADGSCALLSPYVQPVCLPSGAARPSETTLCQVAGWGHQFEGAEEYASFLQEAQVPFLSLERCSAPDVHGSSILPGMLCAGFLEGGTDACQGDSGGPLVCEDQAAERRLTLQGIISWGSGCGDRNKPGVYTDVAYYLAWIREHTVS
thrombin 1536: human alpha-thrombin inhibitors, primary screen, counter-screen for coagulation protease inhibitor project, biochemical, 1536-well, fluorogenic AMC substrate | Prothrombin (Homo sapiens), P00734 | Boc-VPR-AMC fluorogenic substrate cleavage | inhibition, % at 5 µM | 0.26% of 220,000 active | AID 1046, 2008;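 active = inhibition at or above 40%; inactive = inhibition below 40%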;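 note: 0% = enzyme with no compound and 100% = wells without enzyme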
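Material: Human alpha-thrombin protein | Buffer or medium: pH 7.5 Tris-saline with Tween 20 | Reagent: Boc-VPR-AMC substrate, 15 µM final | Schedule: Reaction at ambient temperature | Detection: AMC fluorescence at 355 nm excitation and 460 nm emission | Evaluation: Percent inhibition scaled between no-compound controls and no-enzyme blanks | Controls: no-compound enzyme wells and no-enzyme blanks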
Furin inh: human furin inhibitors, primary screen, biochemical, fluorescence intensity; 0.061% of 220,000 active; purified furin, fluorogenic substrate cleavage; inhibition, % at 30 µM; P09958; in the data active = inhibition above about 25%; note: inactives centre near -15
KCC2 mod: KCC2 cotransporter modulators, thallium flux, primary screen, cell-based, HEK293 KCC2, FluoZin-2 fluorescence, MLSMR | Solute carrier family 12 member 5 (Homo sapiens), Q9H2X9 | KCC2 cells, thallium flux FluoZin-2 fluorescence | B-score of Tl+ flux slope (higher = more flux/activation; lower = inhibition) at 10 µM | 2.2% of 190,000 active | AID 1456, 2008;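 active = thallium flux slope and its plate-corrected score both differing from the plate sample mean at a set confidence after two filtering rounds, in either direction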;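 note: slope of fluorescence scaled to starting intensity during 10 to 20 s after thallium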
Starred values were filed as active, the others as inactive; . = no result given; [ ] = remark or other dose. Not all compounds are listed, so the mix of outcomes need not match the whole.

Molecule	FXIa inh	m-calpain inh	hK5 inh	PERK inhibitor	Rad51 HR inh	FXIIa inh	thrombin 1536	Furin inh	KCC2 mod
Cn1cccc1/C=C1/SC(=O)N(CC(=O)N2CCCC2)C1=O	1	-5	6	0.1	1	14	-6	-13	0.45
COc1ccc([N+](=O)[O-])cc1NC(=O)Cn1ccsc1=N	5	10	-5	1.2	5	12	5	-8	2.2
CCn1cnc2sc(C(=O)Nc3ccccc3OC)c(C)c2c1=O	0	-170	0	0.7	9	13	1	-31	-0.089
O=C1Nc2cc(Cl)cnc2N2CCCC12 (centres undefined)	0	-39	-3	0.2	3	15	-3	-19	-0.13
CC1=C(C(=O)OC2CCCCCCC2)C(c2cc3c(cc2Br)OCO3)CC(=O)N1 (centres undefined)	-2	15	-8	0.5	-3	6	-3	-10[20 µM]	0.033
Cc1ccc(-n2nnnc2SCC(=O)c2cc(C)n(CC3CCCO3)c2C)cc1 (centres undefined)	10	-11	3	.	-5	16	5	.	.
O=C(Nc1ccc(OC(=O)c2ccco2)cc1)c1ccco1	-6	3	14	0.7	5	-3	-4	-18[20 µM]	.
CC(C)(C)NC(=O)N1CCC(CO)(Cc2ccccc2Cl)CC1	-9	-5	-7	-0.1	-8	6	-6	-13	-0.11
CC1CCN(c2c(NCC3CCC(C(=O)NC4CCCCCC4)CC3)c(=O)c2=O)CC1 (centres undefined)	4	25	4	1.0	13	10	4	-10	-0.47
Cc1oc(-c2ccc(Cl)cc2)cc1C(=O)/C(C#N)=C/Nc1cccc(OC(F)(F)F)c1	-3	-19	15	0.1	-1	5	-2	9	0.21
Oc1ccc(CN2CCC(Cc3ccccc3)CC2)c2cccnc12	3	-24	-6	0.1	16	9	1	-28	1.8
COCC[N+]1(C)CCCCC1	3	23	-2	0.5	.	13	1	-19	.
CN(C)S(=O)(=O)N(CC(=O)N1CCC(Cc2ccccc2)CC1)c1ccccc1	-2	-9	-5	0.1	2	2	-6	-27	-3.4
O=S(=O)(O)c1nc2ccccc2n1CCOc1ccccc1	8	-4	-4	0.0	-1	24	3	-19	-3.1
CCOC(=O)CSC1=C(C#N)C(C)C2=C(CCCC2=O)N1 (centres undefined)	0	-51	8	0.9	16	16	-5	-15	-0.2
C#CCOCCOCCOCCNc1nc(N2CCN(C(=O)[C@H](CCCCN)n3cc(CCCC)nn3)CC2)nc(N2CCN(C(=O)[C@H](CCCCN)n3cc(CCCC)nn3)CC2)n1	-1	-45	-12	-0.2	6	9	-4	-11	0.25
N#CCOC(=O)c1c2c(nc3ccccc13)CCC2	-8	-38	1	0.4	0	9	-11	-2	-0.39
O=c1[nH]c(/C=C/c2ccc(Br)cc2)nc2c1cnn2-c1ccccc1	-1	-167	-19	2.5	-1	-4	-1	-21	0.22
COc1cc2c(cc1NC(=O)c1cccc(F)c1)CCCC2	6	25	-7	-1.8	.	9	1	-7	1.3
CN(NC(=O)Nc1ccc(Cl)cc1)c1c(Cl)c(Cl)nn1C	2	3	-4	-0.3	2	0	-8	-25	-0.19
O=C(CSc1nnc(-c2cccnc2)n1C1CCCCC1)NC1CCCC1	-2	7	2	-0.7	2	12	11	-20[20 µM]	-0.82
O=C(O)CCc1ccc(-c2cccs2)n1CCC(=O)O	0	-8	-16	-0.3	3	1	-3	-18[20 µM]	1.2
NC(=O)c1c(NC(=O)CN2CCOCC2)sc2c1CCC2	-3	-52	-18	-0.1	8	17	4	-5	0.48
Cc1ccc(/C=c2\s/c(=C(/C#N)C(=O)N3CCCC3)n(Cc3ccco3)c2=O)s1	5	-251	-1	-0.6	-13	12	7	-3	8.2*
c1ccc(C(c2nnnn2C2CCCC2)N2CCN(c3ccccc3)CC2)cc1 (centres undefined)	9	1	-3	-0.2	5	15	1	-14[20 µM]	-0.35

KCC2 mod, what is marked active above.
molecule	FXIa inh	m-calpain inh	hK5 inh	PERK inhibitor	Rad51 HR inh	FXIIa inh	Furin inh	KCC2 mod
Cc1ccc(/C=c2\s/c(=C(/C#N)C(=O)N3CCCC3)n(Cc3ccco3)c2=O)s1	5	-251	-1	-0.6	-13	12	-3	8.2*

Following part.
Molecule	FXIa inh	m-calpain inh	hK5 inh	PERK inhibitor	Rad51 HR inh	FXIIa inh	thrombin 1536	Furin inh	KCC2 mod
O=C(CCCN1C(=O)c2ccccc2C1=O)Oc1ccc(Cl)cc1	17	22	-10	-0.2	2	26	1	-13[20 µM]	0.07
CC(NC(=O)CCCOc1ccc(Cl)cc1)c1ccccc1 (centres undefined)	3	17	3	0.2	20	13	-2	-14	-0.023
CCN(CC)CCN(C(=O)c1ccccc1OC)c1nc2ccc(F)cc2s1	-7	-11	0	1.1	5	4	0	-15	0.13
Cc1[nH][nH]c(=O)c1C=NCc1cccc(C(F)(F)F)c1	-2	-19	0	-0.5	4	7	-4	-25	-0.0074
Cc1ncc([N+](=O)[O-])n1Cc1cccc2ccccc12	2	-1	-21	0.8	5	14	-1	2	-3
COc1ccc(CCNC(=O)c2[nH]c(C)c(C(C)=O)c2C)cc1	3	2	-1	0.7	-5	12	-2	-17[20 µM]	-0.011
C/C(CC(=O)Nc1ccccc1Cl)=N\NC(=O)C(=O)NCCO	0	5	.	1.6	7	9	-2	-32	-1.3
Brc1ccc(/C=N/Nc2ccccc2)cc1	5	-1	-8	0.8	-1	8	-4	-14	-0.54
COc1ccc(OC(=O)c2cn(C)nc2C(F)(F)F)cc1	-10	22	-11	-1.1	.	8	-10	0[20 µM]	.
O=C(NCCO)c1ccc2[nH]c3c(c2c1)CCCC3	-1	-8	-1	0.5	5	15	1	-17	.
Oc1cccc(CN2CCCCC2)c1	5	-20	-4	1.5	.	9	-3	-4	-0.3
O=c1cc(-c2ccccc2)nc(N2CCN(Cc3ccccc3)CC2)[nH]1	5	2	-7	-0.2	7	14	4	-1[20 µM]	-2.5
Cc1ccc(Cn2ccc(NC(=O)c3cc(-c4ccc(Cl)cc4)on3)n2)cc1	0	-13	3	1.0	3	15	0	-12	.
C/C(=N\NC(=O)COc1ccc(C#N)cc1)c1ccc(N2CCOCC2)cc1	3	10	34	-0.3	18	9	13	7	-0.042
CSc1cccc(NC(=O)CN(C)S(=O)(=O)c2ccccc2)c1	-2	-15	2	-0.5	0	8	3	-41[20 µM]	.
Cn1c(=O)n(Cc2ccccc2)c(=O)c2c1nc1n2CCN1Cc1ccco1	-1	-4	-14	-0.3	11	9	4	-32	-0.19
CC(C)COC(=O)CCNc1n[nH]c(=O)[nH]c1=O	2	-29	-3	0.3	2	14	0	-31[20 µM]	-0.61
COc1cc(SC#N)ccc1N=Cc1c(C)[nH]n(-c2ccc(C)c(C)c2)c1=O	-5	-42	-17	0.0	-25	5	-4	-18	0.048
NC(=O)c1c(NC(=O)Cn2nc(C(=O)O)c3ccccc3c2=O)sc2c1CCCC2	21	-7	34	0.4	1	32	99*	-4	-0.87
Cc1c(C(c2cccs2)c2c(C)n(C)n(-c3ccccc3)c2=O)c(=O)n(-c2ccccc2)n1C	-3	-7	-3	0.1	19	10	2	-12	-0.47
Cc1ccc(NCC(=O)N/N=C/c2ccc(-c3cccc(C(F)(F)F)c3)o2)cc1	6	-6	-3	0.6	1	17	-4	-10	0.37
O=[N+]([O-])c1ccc(F)cc1Oc1nc(-c2cccnc2)nc2ccccc12	0	-35	2	0.4	.	4	-3	-23	-3
CC(=O)c1cccc(NC(=O)COC(=O)c2ccc(S(C)(=O)=O)c([N+](=O)[O-])c2)c1	-6	-52	-3	-0.1	9	5	-11	5	-0.19
COc1cc(-c2cc(C(=O)OCC(=O)Nc3ccc4c(c3)OCO4)c3ccccc3n2)cc(OC)c1OC	-3	-30	-8	-1.1	6	6	-6	-15	-0.63
Cc1cccc(CSc2nnc([C@@H]3CCCN3)o2)c1	-5	3	-3	1.4	6	4	-1	-23	0.97
COc1ccc(NC(=O)C2CCN(S(=O)(=O)c3ccc(Br)s3)CC2)cc1OC	2	-11	-7	-0.6	.	7	-5	-13	-0.94
CC1(C)CC(=O)C2=C(C1)N(c1ccc(F)cc1)C(=O)NC2(C(F)(F)F)C(F)(F)F	-2	4	-5	1.3	7	9	3	-25[20 µM]	.
CC1CCN(c2nc3nonc3nc2Nc2ccc(F)cc2)CC1	3	46	4	-0.1	.	8	-3	2	-0.87
O=C(O)Cn1cc(/C=C2/SC(=O)N(CC(=O)N3CCCCCC3)C2=O)c2ccccc21	4	4	5	0.6	6	5	2	-13	0.15
COc1ccc(N2C(N)=C(C#N)C(c3cccnc3)C3=C2CC(C)(C)CC3=O)cc1 (centres undefined)	10	-23	51*	0.5	-5	23	20	-12[20 µM]	-0.48
COC(=O)c1ccc(NC(=O)CCN2CCN(c3ccccc3)CC2)cc1	-2	-14	1	-1.1	0	-2	-6	-19	-1.5
COc1ccc(-c2nnn(CC(=O)NCCc3c[nH]c4ccccc34)n2)cc1OC	-6	-19	13	-0.3	1	8	-5	-19[20 µM]	.
CCNC(=O)NC(=O)COC(=O)c1cccc(NS(=O)(=O)/C=C/c2ccccc2)c1	-1	3	-11	-0.1	8	5	-8	-2	-1.2

Screening results (PubChem BioAssay)
